# Assay outcomes from PubChem.
# PI5P4K alpha inh – blocks human PI5P4K alpha kinase activity. P48426. PI5P4Kalpha enzyme, ADP-Glo luminescence, 60 min; stronger effect = lower value. max response, %. 330,000 compounds, 1.2% hits. AID 652105; active means max response of -50% or lower; inconclusive means between -30% and -50%; inactive means -30% or higher; further: value at the top dose of about 77 µM; on the % scale 0 is the no-effect control and ±100 the full control effect
#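 Reactions run in 0.038 M HEPES pH 7.4, 0.28 mM EGTA, 0.1% CHAPS and 5% DMSO, with PI5P4Kalpha, substrate, compound and 5 microM ATP final, one hour at room temperature. Readout is ADP-Glo luminescence.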
# EPAC1 agonist – activates human EPAC1 exchange factor | EPAC1 agonist qHTS, biochemical assay; response scale: 100% = response to 6.5 mM cAMP | AID 720707 | 360,000 compounds, 0.073% hits | O95398 | Potency, µM (series often up to 154 µM), for inactives: at the top dose activation, usual class: activators; further: potency means the concentration at half of the fitted maximal effect; nearly all actives have a fitted effect of over 60% in size
#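 Nucleotide exchange by EPAC1 (100 nM) on Rap1B–BODIPY-GDP (250 nM) in the presence of 50 uM GDP is tracked fluorescently at 480/540 nm over 30 min. Signals are normalized to a 6.5 mM cAMP control.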
# CCT chaperon mod – modulators of cytosolic chaperonin (CCT/TRiC) activity. purified chaperonin ATPase assay, HTRF ADP detection, 30 min. AID 651819. 360,000 compounds, 0.3% hits. activity change, % (no concentration beside the values), hits read low; in the data active means activity change below about -30%; further: on the % scale 0 is the no-effect control and ±100 the full control effect
#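 Nucleotide hydrolysis assay: TRiC at 20–40 nM final (set by batch activity) with 10 uM ATP, 30 min at 37 °C, in presence of 76 uM compound. Detection by competitive ADP HTRF, 30 min ambient.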
# PLK1 PBD inh – inhibitors of human PLK1 polo-box domain binding; Plk1 PBD binding of FITC phosphopeptide, fluorescence polarization; Potency, µM, without a hit: max response, negative = inhibition, usual class: inhibitors; 360,000 compounds, 2.8% hits; AID 720504; further: potency means the concentration at half of the fitted maximal effect; series mostly up to about 57 µM; on the % scale 0 is the no-effect control and ±100 the full control effect; nearly all actives have a fitted effect of over 65% in size
# EPAC2 agonist – EPAC2 (human) agonism; Q8WZA2; EPAC2 activation, biochemical qHTS; response scale: 100% = 6.5 mM cAMP response; Potency, µM (doses to about 154 µM), for inactives: at the top dose activation, actives largely listed as activators; 360,000 compounds, 0.079% hits; AID 720711; further: potency means the concentration at half of the fitted maximal effect; nearly all actives have a fitted effect of over 50% in size
# Target sequence (Q8WZA2 whole entry, looked up): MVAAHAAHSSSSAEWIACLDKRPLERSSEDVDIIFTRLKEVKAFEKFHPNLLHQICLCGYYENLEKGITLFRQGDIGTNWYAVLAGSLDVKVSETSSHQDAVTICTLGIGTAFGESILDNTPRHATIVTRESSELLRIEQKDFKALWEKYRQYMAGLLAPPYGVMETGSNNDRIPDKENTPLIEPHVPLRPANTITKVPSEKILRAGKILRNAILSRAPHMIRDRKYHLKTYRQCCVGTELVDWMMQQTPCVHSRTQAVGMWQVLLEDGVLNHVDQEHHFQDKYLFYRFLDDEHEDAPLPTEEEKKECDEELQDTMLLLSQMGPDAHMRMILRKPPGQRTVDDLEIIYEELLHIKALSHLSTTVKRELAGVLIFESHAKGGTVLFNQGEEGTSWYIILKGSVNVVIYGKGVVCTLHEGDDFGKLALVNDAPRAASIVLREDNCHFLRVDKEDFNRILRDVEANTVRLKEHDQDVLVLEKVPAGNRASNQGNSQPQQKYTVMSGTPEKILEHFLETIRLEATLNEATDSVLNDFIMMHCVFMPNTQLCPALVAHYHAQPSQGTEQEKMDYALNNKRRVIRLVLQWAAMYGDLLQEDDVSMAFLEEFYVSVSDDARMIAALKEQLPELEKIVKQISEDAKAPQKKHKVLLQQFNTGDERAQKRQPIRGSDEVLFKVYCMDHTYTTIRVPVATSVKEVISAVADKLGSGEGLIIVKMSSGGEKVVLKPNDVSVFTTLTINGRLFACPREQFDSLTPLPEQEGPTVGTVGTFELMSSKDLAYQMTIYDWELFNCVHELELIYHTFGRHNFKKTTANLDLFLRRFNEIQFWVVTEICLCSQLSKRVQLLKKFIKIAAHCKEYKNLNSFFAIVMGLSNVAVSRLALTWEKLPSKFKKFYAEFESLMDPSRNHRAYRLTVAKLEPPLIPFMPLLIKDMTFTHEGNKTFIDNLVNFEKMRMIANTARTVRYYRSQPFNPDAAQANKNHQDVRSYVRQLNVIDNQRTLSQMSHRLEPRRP
#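 Compounds were titrated in qHTS against a Rap1B-BODIPY-GDP (250 nM) complex with EPAC2 (100 nM) and GDP (50 uM). BODIPY-GDP release tracked at 480/540 nm over 30 min at room temperature, normalized to 6.5 mM cAMP.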
# IL2 activator – activators of IL-2; IL-2 activation reporter assay, cell-based qHTS; stimulated with anti-CD3/CD4/CD28 beads; in transgenic mouse T cells; activation, % (series mostly up to about 46 µM); 360,000 compounds, 0.065% hits; AID 652025; in the data active means activation above about 50%; inconclusive means mostly about 30% to 49%; further: 0% is about no effect
#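 Quantitative HTS in unstimulated transgenic mouse T cells, with memory T cells as non-tolerant control and PMA/ionomycin as tolerance-bypass control. Compound pretreatment lasted 60 minutes before 18 h bead stimulation; EGFP/DsRed fluorescence read.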
# EPAC1 antag – antagonists of human EPAC1; EPAC1 GEF assay, Rap1b-BODIPY-GDP exchange fluorescence; 360,000 compounds, 0.14% hits; Potency, µM (top dose mostly 115 µM), without a hit: top-dose activity change, negative = inhibition, actives largely listed as inhibitors; O95398;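 further: potency means the concentration at half of the fitted maximal effect; plate controls were vehicle for no effect and positive control for full effect; nearly all actives have a fitted effect of over 50% in size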
# WRN inhibitor – inhibitors of human WRN helicase | Q14191 | WRN helicase unwinding, fluorescent forked duplex, kinetic | Potency, µM (top dose mostly 114 µM), for the others: at the top dose activity change, negative = inhibition, hits mostly inhibitors | 360,000 compounds, 0.46% hits | AID 651768; further: potency means the concentration at half of the fitted maximal effect; on the % scale 0 is the no-effect control and ±100 the full control effect; nearly all actives have a fitted effect of over 55% in size
#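 WRN at 20 nM final was preincubated with compound for 15 min at room temperature; reaction started with 100 nM forked duplex oligonucleotide carrying fluorophore and quencher plus 2 mM ATP (final). Unwinding followed kinetically by red fluorescence (ex 525/em 598 nm).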
# * = called active by the depositor; u = inconclusive; x = no result given; [ ] = another dose, or the depositor's remark. Unless noted, the call rests on the fitted dose curve; in most records, active means well fitted curve in the direction sought with a large enough effect; inconclusive means small, poorly fitted or top-dose-only effect, or another doubt; inactive means no such curve, though single readings can be large; an effect the other way counts as inactive or inconclusive.
SMILES,PI5P4K alpha inh,EPAC1 agonist,CCT chaperon mod,PLK1 PBD inh,EPAC2 agonist,IL2 activator,EPAC1 antag,WRN inhibitor
CN(c1ccc(C(=O)NC2CC2)cc1)S(=O)(=O)c1ccccc1,-6,-7%,-2.3,0%,7%,-2.7,0%,12%[57.1 µM]
COC(=O)Nc1nc(-c2ccc(F)cc2)c(C)s1,-4,-4%,1.7,-10%,13%,0.0,-3%,-4%
CC1CC(C(O)c2ccccn2)C(=O)C(C(O)c2ccccn2)C1 (stereo unspecified),8,3%,-0.1,2%,-4%,-2.2,-9%,-1%
Cc1nnsc1C(=O)N1CCN(c2cc(C(F)(F)F)ccn2)CC1,1,-12%,-2.9,-7%,6%,-0.7,-4%,0%
CC(C)(C)Cn1c(=O)[nH]c(=O)c2cc([N+](=O)[O-])cnc21,1,1%,-2.9,-1%,-8%,-0.2,9%,0%
Cc1ccc(N(C)S(=O)(=O)c2ccc3c(c2)CC(C)N3C(=O)C2CC2)cc1 (stereo unspecified),2,4%,-1.9,-15%,16%,3.8,-5%,-4%[57.1 µM]
CCOC(=O)Cc1csc(NC(=O)Cc2ccccc2[N+](=O)[O-])n1,-10,5%,-0.6,-1%,8%,1.0,-15%,-1%
CCN1CCN(c2ccc(S(=O)(=O)N3CCCCC3)cc2NC(=O)c2cccc(OC(F)F)c2)CC1,2,u,1.5,4%,0%,-0.5,-23%,-2%
Cn1c(=O)[nH]c(=O)c2c1nc(N1CCOCC1)n2CC(=O)c1ccccc1,-11,1%,0.0,0%,0%,4.2,1%,-1%
Cc1cc(C)cc(N(C(C)C(=O)NCCC2=CCCCC2)S(C)(=O)=O)c1 (stereo unspecified),x,-2%,1.0,0%,14%,-2.6,7%,-1%
O=C(C[n+]1ccc(/C=N/O)cc1)NC(=O)Nc1ccccc1,-1,4%,-0.1,-9%,12%,0.3,-6%,7%
Cn1c2ccccc2c(=O)c2ccc(NCCc3cccs3)cc21,-12,-8%,-1.4,2%,5%,-0.5,-1%,-8%
Oc1cccc2cc(Nc3ccccc3)cnc12,x,3%,x,x,5%,-0.5,-19%,x
CC(=O)NC(c1ccc(F)c(F)c1)c1nc(-c2cccc(F)c2)cs1 (stereo unspecified),21,-1%,-2.5,-3%,3%,0.0,-4%,1%
CCNC(=O)C1(C)CCCN(C(=O)c2ccc3ccccc3n2)C1 (stereo unspecified),-3,-7%,-1.6,-14%,8%,-0.3,-9%,-1%
C/C=C/C=C/C(=O)N1CC2(CC(c3cccc(NC(=O)CCCCC)c3)=NO2)C[C@H]1C(N)=O (stereo partly specified),-76*,-12%,0.4,-29%,-8%,0.6,-3%,-11%
COC(=O)CC1C(=O)NCCN1C(=O)CSc1nc2ccccc2c(=O)n1CC(C)C (stereo unspecified),5,14%,1.2,-6%,-6%,1.9,-11%,-10%
CC12CCC(C(=O)NCc3ccco3)(OC1=O)C2(C)C (stereo unspecified),x,2%,-3.2,-1%,5%,-2.4,9%,-8%
COc1cc(NC(=S)NNC(=O)C(C)(C)O)cc(OC)c1,1,-11%,-1.1,-7%,5%,-2.0,-10%,12%
CCOC(=O)c1c(N2CCN(c3ccccc3)CC2)cc(C)nc1C,-3,1%,-0.9,-12%,5%,-0.9,-5%,-11%
Clc1ccc(-c2nnc(-c3ccc4ccccc4c3)o2)cc1,1,2%,-2.5,1%,3%,-0.7,-1%,-5%
CC(=O)N(C(C)=O)S(=O)(=O)c1ccc(N=NN2CCOCC2)cc1,0,8%,-0.6,2%,2%,-3.1,0%,-2%
CC1(c2nnc(-c3ccc(F)cc3)o2)CC(c2ccccc2)=NO1 (stereo unspecified),-6,13%,-2.3,-10%,u,0.1,-24%,4%
CCCCn1c(N)c(N(CC(C)C)C(=O)C2CCN(c3ncnc4sc(C)c(C)c34)CC2)c(=O)[nH]c1=O,-2,-16%,0.5,-12%,-12%,2.6,11%,7%
COc1ccc(N2CC(C(=O)NCCS(=O)(=O)N3CCN(c4ccccc4)CC3)CC2=O)cc1 (stereo unspecified),-1,-8%,0.4,-1%,3%,-1.2,10%,4%

# Structural class, the entries above with a nitro group on carbon
SMILES,PI5P4K alpha inh,EPAC1 agonist,CCT chaperon mod,PLK1 PBD inh,EPAC2 agonist,IL2 activator,EPAC1 antag,WRN inhibitor
CC(C)(C)Cn1c(=O)[nH]c(=O)c2cc([N+](=O)[O-])cnc21,1,1%,-2.9,-1%,-8%,-0.2,9%,0%
CCOC(=O)Cc1csc(NC(=O)Cc2ccccc2[N+](=O)[O-])n1,-10,5%,-0.6,-1%,8%,1.0,-15%,-1%

# (continued)
SMILES,PI5P4K alpha inh,EPAC1 agonist,CCT chaperon mod,PLK1 PBD inh,EPAC2 agonist,IL2 activator,EPAC1 antag,WRN inhibitor
O=C(CSc1nnc(CNC(=O)c2cccs2)o1)Nc1cccc(C(F)(F)F)c1,10,-6%,0.4,-1%,1%,-1.1,-9%,-4%[57.1 µM]
Cc1nnc(NC(=O)C2CCCN(S(=O)(=O)c3ccccc3C(F)(F)F)C2)s1 (stereo unspecified),-1,-5%,-0.3,-7%,-4%,0.4,8%,-2%
CC(=O)C[C@H]1c2ccccc2S(=O)(=O)N1C1CCCCC1,4,0%,-0.7,5%,-2%,0.5,20%,4%
Cc1ccccc1-c1nnn(Cc2cccc(S(=O)(=O)N3CCOCC3)c2)n1,0,-1%,0.8,-4%,12%,0.7,-14%,6%
CC(C)(C)c1ccccc1NC(=S)NC1CCCCC1,2,-5%,-2.6,-5%,2%,-2.5,-8%,5%
N#CC1=C(N)NC(SCc2ccc(F)cc2)=C(C#N)C12CCCCC2,-1,12%,0.1,-12%,-13%,0.0,-5%,-12%
O=C(c1cc(-c2ccco2)on1)N1CCN(C(c2ccccc2)c2ccccc2)CC1,x,4%,1.1,-3%,-4%,-3.3,5%,-24%
CC(C)CN(C(=O)CN1CCc2ccccc21)c1c(N)n(CC(C)C)c(=O)[nH]c1=O,2,0%,-2.6,1%,0%,0.4,-14%,6%
CN(C(=O)c1ccc(NC(=O)C2CCCN(C(=O)OC(C)(C)C)C2)cc1)C1CC1 (stereo unspecified),4,-3%,-0.3,-12%,-6%,-0.5,13%,9%
Cc1ccsc1C(C(=O)NCc1ccccc1)N(C(=O)c1csnn1)c1ccccc1 (stereo unspecified),0,-8%,0.0,2%,-5%,-1.0,-20%,6%[57.1 µM]
Cn1c(NNC(=O)C2CCCCC2)cc(=O)n(C)c1=O,5,7%,-3.1,-3%,7%,1.6,-10%,0%
O=C(OCC(=O)N1CCc2ccccc2C1)c1cccc([N+](=O)[O-])c1,0,10%,-1.8,-25%,10%,1.1,-15%,-3%
COc1ccc(C(=O)COc2ccc3ccc(=O)oc3c2)cc1,-3,-4%,-3.3,-24%,1%,0.3,-15%,-8%
Cc1ccc([C@@H]2CC=C(C(=O)O)[C@H](c3ccccc3)N2S(=O)(=O)c2ccc(C)cc2)cc1,4,0%,-1.0,-4%,1%,-0.3,0%,14%
O=C(/C=C/c1ccccc1Cl)NC1CCCCC1,-2,1%,-1.4,-19%,0%,-2.0,-7%,-8%
O=S(=O)(NCCc1ccc(Cl)cc1)c1cccs1,0,-3%,-0.2,2%,0%,-3.2,-4%,3%
Cc1ccc2nc(NC(=O)CC3Oc4ccccc4NC3=O)sc2c1 (stereo unspecified),-8,-5%,-0.8,-14%,8%,1.3,9%,-3%
Cc1ccccc1NC(=S)N(Cc1cccnc1)Cc1ccco1,-3,8%,1.6,-7%,-4%,0.5,-23%,-1%
CC(=O)Nc1c(Nc2ccccc2)c2ccccc2oc1=O,5,4%,-7.5,2%,3%,-0.4,-4%,-9%
Cc1ccc(S(=O)(=O)N2CCCCC2)cc1NC(=O)COC(=O)C1(C)CC1(Cl)Cl (stereo unspecified),-3,6%,1.0,-4%,12%,-0.6,-17%,-8%
COC(=O)c1cc(C(=O)OC)cc(N2C(=O)CC(N3CCN(c4ccccc4)CC3)C2=O)c1 (stereo unspecified),7,6%,1.2,-14%,10%,-2.4,-1%,-18%
CCOc1ccc(N=c2scc(-c3ccccc3)n2CCO)cc1,x,-1%,-2.1,-6%,6%,-3.8,11%,-6%
CCc1ccccc1NS(=O)(=O)c1cc2c(cc1C)n(C)c(=O)c(=O)n2C,4,6%,-0.8,3%,8%,-1.8,1%,-6%
O=C(COc1ccccc1[N+](=O)[O-])c1ccccc1,-7,14%,-0.3,-13%,-3%,-3.6,6%,-24%[57.1 µM]
COc1cccc(-c2ccc(SCC(=O)NC3CCCC3)nn2)c1,-9,-2%,0.5,2%,2%,-0.3,8%,-24%
SMILES,PI5P4K alpha inh,EPAC1 agonist,CCT chaperon mod,PLK1 PBD inh,EPAC2 agonist,IL2 activator,EPAC1 antag,WRN inhibitor
CN(C(=O)CSC(=O)c1ccccc1)c1ccccc1,-5,-6%,-1.9,-9%,3%,-1.2,3%,4%
CC1CCN(c2nc3c(N)ncnc3n2[C@@H]2O[C@H](CO)[C@@H](O)[C@H]2O)CC1,-13,0%,-3.1,-4%,9%,-2.3,10%,-8%
c1ccc(-c2nnc3sc(CN4CCC5(CC4)OCCO5)cn23)cc1,x,9%,-0.5,-8%,0%,-3.8,u,6%
O=C(c1ccc(-c2ccccc2)cc1)C1CCCN(C(=O)c2ccncc2)C1 (stereo unspecified),3,0%,-2.8,-15%,2%,-3.6,-2%,-3%
O=C(CN1CCC(C(=O)c2ccc(F)cc2)CC1)NCc1ccccc1F,5,-8%,0.7,-9%,6%,-2.9,-18%,-1%
CCSc1nnc(C)c(=O)n1COC(=O)c1ccc(S(=O)(=O)N2CCCC2)cc1,3,6%,1.4,-2%,-3%,1.0,10%,-7%
CC1CCC(NC(=O)c2ccc3nc[nH]c3c2)CC1 (stereo unspecified),4,2%,-2.0,-3%,8%,1.5,-1%,-6%
Cn1c(N)c(C(=O)COC(=O)c2ncc(Cl)c(Cl)c2Cl)c(=O)n(C)c1=O,0,8%,-3.0,-10%,10%,0.5,20%,9%
CCCCNS(=O)(=O)c1ccc(OC)c2ncccc12,-7,-4%,-0.5,1%,-12%,1.1,3%,6%
Cc1ccc(-c2cc(C(=O)N(C)Cc3cnn(C)c3C)c3cc(Br)ccc3n2)cc1,4,3%,-3.0,-8%,18%,2.1,u,-19%

# 2 records picked at random from those above:
SMILES,PI5P4K alpha inh,EPAC1 agonist,CCT chaperon mod,PLK1 PBD inh,EPAC2 agonist,IL2 activator,EPAC1 antag,WRN inhibitor
CN(C(=O)CSC(=O)c1ccccc1)c1ccccc1,-5,-6%,-1.9,-9%,3%,-1.2,3%,4%
CC1CCC(NC(=O)c2ccc3nc[nH]c3c2)CC1 (stereo unspecified),4,2%,-2.0,-3%,8%,1.5,-1%,-6%

# The list is partial. The share of hits here may be higher or lower than overall.
